# 14-3-3g Raf – modulators of human 14-3-3 gamma - Raf peptide interaction | P61981 | FP, 14-3-3gamma / TMR-pS259-Raf peptide binding | inhibition, % at 40 µM | hit rate 0.19% among 160,000 | AID 422; in the data active = inhibition above about 30%;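 also: 0% = protein plus tracer without compound and 100% = blank with tracer alone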
# Target sequence (P61981 whole entry, looked up): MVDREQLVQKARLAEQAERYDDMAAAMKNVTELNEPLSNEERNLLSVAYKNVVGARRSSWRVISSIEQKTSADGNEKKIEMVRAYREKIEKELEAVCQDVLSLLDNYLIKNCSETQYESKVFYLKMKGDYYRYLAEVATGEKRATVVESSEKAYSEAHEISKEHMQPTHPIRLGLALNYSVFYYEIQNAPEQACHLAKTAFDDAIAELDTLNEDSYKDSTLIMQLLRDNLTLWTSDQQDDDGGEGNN
# Active calls of the source: *; & = joins results of further samples.
14-3-3g Raf	Compound
2	CC1=C(C(=O)OCCOc2ccccc2)C(c2ccc(Br)cc2)C2=C(CCCC2=O)N1 (stereo not drawn)
-13	CCc1ccccc1S(=O)(=O)Cc1ccc(C(=O)N2CCN(c3ccccn3)CC2)o1
-5	O=C(CN1C(=O)c2ccccc2S1(=O)=O)NCCC1=CCCCC1
0	COc1ccc(Nc2nnc(-c3ccc(C)c(S(=O)(=O)NCC4CCCO4)c3)c3ccccc23)cc1 (stereo not drawn)
4	O=C(Nc1ccccc1Cl)c1cc(S(=O)(=O)N2CCCc3ccccc32)ccc1F
4	Cc1ccc2c(c1C)NC(=O)CC2c1ccccc1Br (stereo not drawn)
-2	COC(=O)c1ccc2c(c1)C(=O)N(c1ccccc1C(=O)OCC(C)C)C2=O
0&-3	Cc1ccc(CS(=O)(=O)Cc2ccc(C(=O)NCc3cccnc3)o2)cc1
-8	Cc1ccc(S(=O)(=O)N2CCCC(C(=O)N(C)c3ccccc3)C2)cc1 (stereo not drawn)
-11	Cc1ccc2nc(SCc3nc4ccccc4[nH]3)[nH]c2c1
1	O=S1(=O)CCC(N=Cc2cn(-c3ccccc3)nc2-c2ccc(Cl)cc2)C1 (stereo not drawn)
2	COc1ccc(CCNc2nnc(Sc3nnnn3-c3ccccc3)s2)cc1OC
-29	CCc1ccc(S(=O)(=O)Nc2cc3c4c(oc3c3ccccc23)CCCC4)cc1
-3	Cc1cc(=O)oc(C)c1C(=O)NCCN1CCOCC1
0	Cc1ccc(C)c(OC2=NS(=O)(=O)c3ccccc32)c1
-8	COc1ccccc1NC(=O)Cn1c(CN2CCCCC2)nc2ccccc2c1=O
-1	CC1(C)CC(=O)C2=C(C1)Nc1ccccc1NC2c1ccc(-c2ccccc2[N+](=O)[O-])o1 (stereo not drawn)
6	CC(NC(=O)c1cccc(F)c1)c1ccccc1 (stereo not drawn)
2	Nc1ccc(Oc2ccc3c(c2)C(=O)N(CC2CCCO2)C3=O)cc1 (stereo not drawn)
-1	COc1ccccc1NC(=O)N1CCCC1C(=O)NCc1ccc(F)cc1 (stereo not drawn)
6	CCN(CC)C(=O)Cn1c(-c2ccc(OC)c(OC)c2)nc2ccccc2c1=O
-14	COc1cccc(NC(=O)c2sc3nc(C)c(C(=O)Nc4ccc(C)cc4C)c(-c4sccc4C)c3c2N)c1
-7	CCc1c(C(=O)N2CCN(C3CCCCC3)CC2)[nH]c(C)c1C(C)=O
-2	CCN(CC)C(=O)C1(P(=O)(c2ccccc2)c2ccccc2)CC1
0	Cc1ccc(N2CC(C(=O)OCc3ccccc3F)CC2=O)cc1 (stereo not drawn)
-10	O=C(C1CC1)N1CCc2cc(Br)cc(S(=O)(=O)Nc3cccc(Cl)c3)c21
2	COc1ccc(OC)c(-n2c(=S)[nH]c3cc(C(=O)NCCCN4CCCC4=O)ccc3c2=O)c1
-1	Cc1ccccc1CSc1nc2c(c(=O)[nH]1)C(c1ccc(F)cc1)C1=C(CC(C)(C)CC1=O)N2 (stereo not drawn)
0	CCN(CC)C(=O)c1cn(CC)c(=O)c2cc(OC)c(OC)cc12
-12	Cc1ccc2[nH]c3c(c2c1)CCCC3N (stereo not drawn)
-14	O=C(c1cc(Nc2ccccc2)nc2ccccc12)N1CCCC1
-7	CC(C)N(C)CC#CC(O)(c1ccccc1)c1ccccc1
4	Cc1cccc(NC(=O)CSc2nnc(CNC(=O)c3cccs3)o2)c1
2&-8	O=C(Nc1cccnc1)c1ccccc1F
-6	c1ccc(-c2nnc(SCc3cn4ccsc4n3)o2)cc1
-1	Cn1c(=O)c2c(nc(CN3CCc4ccccc4C3)n2Cc2cccc(Cl)c2)n(C)c1=O
-28	Cn1cnnc1SCC(=O)Nc1ccc(Br)c2cccnc12
2	COc1ccccc1NC(=O)C1c2ccccc2C(=O)N(C)C1c1cccs1 (stereo not drawn)
-58	N#Cc1c(NC(=O)c2cc3n(n2)C(C(F)(F)F)CC(c2ccco2)N3)sc2c1CCCCC2 (stereo not drawn)
6	Cc1cc2nc(Cc3cccc([N+](=O)[O-])c3)c(=O)n(C)c2cc1C
-139	COc1ccccc1-n1cnc2cc(C(=O)NC3CCCC3)ccc21
4	CCN(C(=O)CN1N=C(c2ccccc2)CCC1=O)c1cccc(C)c1
-5	C=CCn1c(SCC(=O)NC(=O)NCc2ccco2)nc2sc(C)c(C)c2c1=O
-8	Cc1ccc(-c2noc(CCC(=O)N3CCCC3)n2)cc1
-8	CCc1ccccc1N(C)C(=O)c1cn(CC)c(=O)c2cc(OC)c(OC)cc12
-1&-3	CC1CCCN(C(=O)C2c3ccccc3C(=O)N3CCc4ccccc4C23)C1 (stereo not drawn)
-12&-1	CC(=O)c1ccc(OCC(=O)NC2CCS(=O)(=O)C2)cc1 (stereo not drawn)
-4	O=C(Cn1c(=O)oc2cc(Cl)ccc21)N1CCN(C(c2ccccc2)c2ccc(Cl)cc2)CC1 (stereo not drawn)

# Entries from the list above containing an aryl methoxy group:
14-3-3g Raf	Compound
0	COc1ccc(Nc2nnc(-c3ccc(C)c(S(=O)(=O)NCC4CCCO4)c3)c3ccccc23)cc1 (stereo not drawn)
2	COc1ccc(CCNc2nnc(Sc3nnnn3-c3ccccc3)s2)cc1OC
-8	COc1ccccc1NC(=O)Cn1c(CN2CCCCC2)nc2ccccc2c1=O
-1	COc1ccccc1NC(=O)N1CCCC1C(=O)NCc1ccc(F)cc1 (stereo not drawn)
6	CCN(CC)C(=O)Cn1c(-c2ccc(OC)c(OC)c2)nc2ccccc2c1=O
-14	COc1cccc(NC(=O)c2sc3nc(C)c(C(=O)Nc4ccc(C)cc4C)c(-c4sccc4C)c3c2N)c1
2	COc1ccc(OC)c(-n2c(=S)[nH]c3cc(C(=O)NCCCN4CCCC4=O)ccc3c2=O)c1
0	CCN(CC)C(=O)c1cn(CC)c(=O)c2cc(OC)c(OC)cc12
2	COc1ccccc1NC(=O)C1c2ccccc2C(=O)N(C)C1c1cccs1 (stereo not drawn)
-139	COc1ccccc1-n1cnc2cc(C(=O)NC3CCCC3)ccc21
-8	CCc1ccccc1N(C)C(=O)c1cn(CC)c(=O)c2cc(OC)c(OC)cc12

# More compounds.
14-3-3g Raf	Compound
7	Cc1ccc(Sc2c(C)nn(C(C)(C)C)c2OC(=O)C(C)(C)C)cc1
-3	CCN(CC)S(=O)(=O)c1ccc2c(c1)C(=O)c1cc(S(=O)(=O)N(CC)CC)ccc1-2
0	CCOC(=O)c1c(C)n(C)c2ccc(O)c(CN3CCCCC3)c12
-12	COc1ccc(-n2nc3ccc(NC(=O)c4cccc(Br)c4)cc3n2)cc1
1	CC(C)(C)c1ccc(-c2nnc(SCC(=O)O)n2N)cc1
-7	CC(C)Oc1ccc(C(CC(=O)O)NC(=O)CSc2ncn[nH]2)cc1 (stereo not drawn)
-55	COc1cccc2cc(-c3nc(-c4ccc(C)c(C)c4)cs3)c(=O)oc12
-4	CCN1CCN(c2cc(C)c3cc(NC(=O)c4ccc5c(c4)OCO5)ccc3n2)CC1
-11	CCOC(=O)CC(NC(=O)c1ccc([N+](=O)[O-])cc1)c1ccc(OC)cc1 (stereo not drawn)
-4	CCCCCOC(=O)NCCOC(=O)Nc1ccc(C(=O)OCC)cc1
-6	CCOCc1nnc(NC(=O)c2ccco2)s1
3	CC1=C(C(=O)OC(C)C)C(C)NC(=O)N1 (stereo not drawn)
-9	O=C(c1ccccc1O)N1N=C(c2ccncc2)CC1(O)C(F)(F)F (stereo not drawn)
-14	O=C(NCc1ccccc1Cl)c1cccn2c(=O)c3c4c(sc3nc12)CCCC4
5	Clc1ccc(CSC2=NCCCN2)cc1Cl
-12	O=C(CCn1c(=O)sc2ccccc21)NCCCn1ccnc1
-6	Cc1c(C(=O)OCC(=O)N2c3ccccc3CC2C)oc2ccccc12 (stereo not drawn)
-3	O=C1C2CC=CCC2C(=O)N1c1ccc(F)c([N+](=O)[O-])c1 (stereo not drawn)
1	CCOC(=O)C1=C(C)Nc2nc(SCc3ccccc3Cl)nn2C1c1ccc(F)cc1 (stereo not drawn)
-11	CCOc1ncnc2c1sc1nc3c(cc12)COC(C)(C)C3
1	CCN(C(=O)COc1cc(=O)n(C)c2ccccc12)c1cccc(Cl)c1
-7	COc1cccc2[nH]c3c(N4CCC(C)CC4)ncnc3c12
-6	COc1ccccc1NC(=O)CSc1nnc2c3ccccc3n(C)c2n1
-4	COc1cccc(C2=NOC(C(=O)Nc3cc(OC)c(OC)c(OC)c3)C2)c1 (stereo not drawn)
-219	Cc1ccc(-c2nc3ccccc3o2)cc1NC(=O)c1cccc(Cl)c1
-22	Cc1ccn2c(NC(=O)C(C)(C)Oc3ccc(Cl)cc3)c(-c3cccs3)nc2c1
-3	C=CCNc1nc(C2(C)CC3(CC(COCC(C)C)OC3=O)C(=O)O2)cs1 (stereo not drawn)
-1	CCOC(=O)Cc1nn[nH]n1
-6	NC(=O)c1ccc(N=C2C(=O)Nc3ccc([N+](=O)[O-])cc32)cc1
1	Cc1cc(NC(=O)CSc2nc3ccsc3c(=O)n2CCCCC(=O)O)no1
-1	COc1ccccc1-c1noc(CCC(=O)Nc2cc(C(F)(F)F)ccc2Cl)n1
-10	Cc1cccc(N2CCN(S(=O)(=O)c3ccc4c(c3)CCC(=O)N4)CC2C)c1 (stereo not drawn)
-11	O=C1c2ccccc2C(=O)N1CCSc1nnc(-c2ccc3c(c2)OCO3)n1-c1ccccc1
-2	Cn1c(C(=O)NCCN2CCOCC2)cc2c(=O)n(C)c3ccccc3c21
-3	CN(Cc1c(F)cccc1Cl)c1nnnn1-c1ccccc1
-18	O=C(Nc1ccc2oc(-c3ccccc3F)nc2c1)c1cc([N+](=O)[O-])ccc1Cl
-9	Cc1[nH]nc(SCC(=O)N2CCCCCC2)c1[N+](=O)[O-]
-11	COC(=O)C(C)Oc1ccc2c(=O)c(Oc3cc(C)cc(C)c3)coc2c1 (stereo not drawn)
-9	CC(=O)Oc1c(C)cc2sc3ccccc3c(=O)c2c1C
-2	Cn1c(C(=O)NCCN2CCc3ccccc3C2)cc2c(=O)[nH]c3ccccc3c21
5	CCn1c(=O)cc(C(=O)OC)sc1=Nc1ccc(F)c(F)c1
0	Cc1ccc(-c2nnc(SCC(=O)N3CCc4ccccc43)o2)cc1
-107	N#Cc1cc2c(N)c(C(=O)c3ccc(F)cc3)sc2nc1N
3	CCCCOC(=O)C1[C@H]2C(=O)N(c3ccccc3CC)C[C@]23C=C[C@H]1O3 (stereo partly drawn)
0	O=C(NC(NCCCN1CCOCC1)(C(F)(F)F)C(F)(F)F)C1CCCCC1
-3	Nc1ccc(-c2nc3ccc(N)cc3o2)cc1
-172	Cc1ccc(-c2csc(-c3cc4cc(Cl)ccc4oc3=O)n2)cc1C
3	COCCCNS(=O)(=O)c1ccc([N+](=O)[O-])cc1
-1	COC(=O)c1ccc(N2C(=O)CC(N3CCOCC3)C2=O)cc1 (stereo not drawn)
-8	Cc1ccccc1NC(=O)Cn1cccc1
-3	O=C(Nc1ccc(Cl)cc1)C1CCN(S(=O)(=O)c2cccs2)CC1
-6	COc1ccc(-n2c(=O)[nH]c3cc(C(=O)O)ccc3c2=O)c(OC)c1
0	COC(=O)Cc1ccc(N(Cc2ccccc2F)S(=O)(=O)c2ccc3c(c2)OCCO3)cc1
-13	COc1ccc(C(=O)Nc2c3c(nn2-c2ccccc2C)CSC3)cc1
-6	COc1cc(C(=O)Nc2ccc3c(c2)C(=O)N(CCC(=O)O)C3=O)cc(OC)c1OC
-10	Cc1cc(C)n2ncc(C(=O)NCc3cccnc3)c2n1
4	CC1CCC(OC(=O)c2ccc([N+](=O)[O-])cc2)CC1 (stereo not drawn)
-9	Nc1ccc(Sc2nc3ccccc3s2)cc1
4	CCNc1nc(SC(C)C(=O)Nc2ccccc2)nc(N2CCOCC2)n1 (stereo not drawn)
-2	O=C(CCc1nc2ccccc2n(Cc2ccccc2F)c1=O)NC1CCCCCCC1

# Next section; the last 7 above are carried over.
14-3-3g Raf	Compound
-13	COc1ccc(C(=O)Nc2c3c(nn2-c2ccccc2C)CSC3)cc1
-6	COc1cc(C(=O)Nc2ccc3c(c2)C(=O)N(CCC(=O)O)C3=O)cc(OC)c1OC
-10	Cc1cc(C)n2ncc(C(=O)NCc3cccnc3)c2n1
4	CC1CCC(OC(=O)c2ccc([N+](=O)[O-])cc2)CC1 (stereo not drawn)
-9	Nc1ccc(Sc2nc3ccccc3s2)cc1
4	CCNc1nc(SC(C)C(=O)Nc2ccccc2)nc(N2CCOCC2)n1 (stereo not drawn)
-2	O=C(CCc1nc2ccccc2n(Cc2ccccc2F)c1=O)NC1CCCCCCC1
-4	COc1cccc(CNc2ccc(S(N)(=O)=O)cc2)c1OC
4	O=C(c1ccccc1)c1ccc(N2CCOCC2)c(NC(=O)c2ccco2)c1
-3	COc1ccc2cc3cc(C(=O)N4CCCC4)oc3nc2c1
3	COc1ccc(Nc2ncnc3nc[nH]c23)cc1OC
-4	CCC(=O)NC(c1ccco1)c1ccc2cccnc2c1O (stereo not drawn)
-5	Cc1ccc(-n2c(=S)[nH]c3sc4c(c3c2=O)CC(C)(C)OC4)cc1
-1	Cc1cc(C)c(Cc2c(C)nc3c(C(=O)NCc4cccs4)cnn3c2C)c(C)c1
-8	COc1ccc2nc(NC(=O)c3cc4c(=O)n(C)c5ccccc5c4s3)sc2c1
2	O=C(NCc1ccccc1)c1ccc2c(=O)n(-c3cc(C(F)(F)F)ccc3Cl)c(=S)[nH]c2c1
-7	CC(C)NCC(O)c1ccc(O)c(O)c1 (stereo not drawn)
-3	CC(C)N1CC(C(=O)Nc2ccc(Br)cc2)CC1=O (stereo not drawn)
3	CCOc1ccc2nc(NC(NC(=O)CC)(C(F)(F)F)C(F)(F)F)sc2c1
0	CCS(=O)(=O)N1CCN(S(=O)(=O)c2ccc(Cl)cc2)CC1
-7	O=[N+]([O-])c1cccc(-c2ccncc2)c1
2	COc1ccc(NC(=O)c2cc(-c3ccc(C)o3)nc3ccccc23)cc1OC
-10	CCCNC(=O)NC(=O)CSc1nnc(-c2ccncc2)n1CC
-41	COc1ccccc1CNc1ncnc2sc(C)c(C)c12
4	COc1ccc(NC(=O)N2c3ccccc3Sc3ccccc32)cc1Cl
0	CCn1c(C=Cc2ccc(OC)cc2)nc2ccccc2c1=O
-4	O=C(Cn1cnc([N+](=O)[O-])n1)c1ccc(O)c(O)c1
-9	Cc1nn(C)c(-c2n[nH]c(=S)n2-c2ccc(F)cc2)c1Cl
-5	COc1ccc(Nc2nnc(C)c3ccccc23)cc1C(N)=O
-8	O=C(CCC(=O)N1CCN(c2ccccn2)CC1)Nc1nnc(C2CCCCC2)s1
-22	N#Cc1c(N)oc(-c2ccco2)c1-c1ccco1

# An excerpt; rates above refer to the full screens.
